Source: PubChem (National Center for Advancing Translational Sciences (NCATS))
aGlu spleen mod: inhibits or activates alpha-glucosidase in human spleen homogenate. P10253. human spleen homogenate, 4-MU-alpha-glucoside fluorescence. Potency, µM (titrated, usually from 79.9 µM), for inactives: at the highest dose activity change, negative = inhibition, usual class: inhibitors. 240,000 tested, 0.006% active. AID 2112;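 further: 0% = enzyme with vehicle and -100% = no enzyme basal signal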
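Human spleen homogenate (1 ug) with 4-methylumbelliferyl-alpha-D-glucopyranoside (1 mM final) in 50 mM citrate/phosphate pH 5.0, 0.01% Tween-20; 40 min at 37 C. Stopped at pH 10; 4-MU fluorescence Ex 365/Em 440 nm; AC50 by Hill fit.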
HTT cytoprotect: Huntington cell model cytoprotection by ATP luminescence | PC12 HTT-Q103 induced, cytoprotection, ATP luminescence, 40 h | Potency, µM (top dose mostly 56.4 µM), without a hit: cytoprotection (ATP increase), most hits filed as activators | 230,000 tested, 0.14% active | AID 1471;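 further: % of control where 0% means no effect; nearly all actives have a fitted effect of over 45% in size; toxic huntingtin expression switched on by the ecdysone agonist tebufenozide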
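Cells were plated at 1500 per well in phenol red-free DMEM with 5% equine and 5% calf serum. Tebufenozide (100 nM final) and compounds were added, then ATPlite reagent, and luminescence was read.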
GAA glycogen: inhibitors or activators of human alpha-glucosidase glycogen cleavage; P10253; recombinant GAA, glycogen substrate, Amplex Red glucose oxidase fluorescence; Potency, µM (doses to about 76.4 µM), inactives show at the highest dose activity change, negative = inhibition, hits mostly inhibitors; 300,000 tested, 0.38% active; AID 2100;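 further: 0% = full enzyme reaction and -100% = no-enzyme basal signal; the screen sought inhibitors and activators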
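Recombinant human enzyme (4 nM); glycogen substrate; 37 C, 40 min, pH 5.0. Readout: coupled glucose oxidase/Amplex Red fluorescence.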
GAA inh: alpha-glucosidase (human) inhibition | P10253 | purified human GAA, 4-MU-alpha-glucoside fluorescence | Potency, µM (top dose mostly 76.9 µM), inactives show at the top dose activity change, negative = inhibition, actives largely listed as inhibitors | 200,000 tested, 0.005% active | AID 1466;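 further: plate controls were uninhibited enzyme wells for no effect and no-enzyme background for full effect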
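Fluorogenic assay: 4 nM human alpha-glucosidase with 400 uM 4-methylumbelliferyl-alpha-D-pyranoside in 50 mM citrate/phosphate, 0.005% Tween-20, pH 5.0, 20 min at room temperature. Compounds tested up to 77 uM; AC50 from Hill fits.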
HttQ103 aggreg: mutant huntingtin aggregation inhibition; AID 1688; PC12 HttQ103-GFP aggregates, Acumen cytometry, 40 h; Potency, µM (titrated, usually from 46.1 µM), for the others: at the top dose activity change, negative = inhibition, actives largely listed as inhibitors; 220,000 tested, 1.1% active; further: on the % scale 0 is the no-effect control and ±100 the full control effect; nearly all actives have a fitted effect of over 60% in size
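Read-out: GFP aggregate count by laser scanning cytometer (488 nm excitation, 500-530 nm emission, 1–25 µm objects >6 SD above background). Cells: PC12, inducible HTTex1-Q103-GFP, 100 nM tebufenozide; compounds titrated.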
IMPase Li cell: membrane-permeable IMPase blocker, potentiated with lithium; 210,000 tested, 0.35% active; CHO-M1 cells, IP1 TR-FRET (IP-One), carbachol + lithium; AID 1457; Potency, µM (series often up to 59.4 µM), without a hit: at the highest dose activity, negative = IMPase inhibition, most hits filed as inhibitors;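 further: IP1 builds up when IMPase is blocked and the TR-FRET signal falls; plate controls were basal vehicle for no effect and high inhibitor control for full effect; nearly all actives have a fitted effect of over 50% in size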
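Concentration–response in CHO-M1 cells, lithium-potentiated; 30 min at 37C. IP1 detected by competitive TR-FRET after 10 min lysis at RT. Hill-fitted AC50.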
RGS12 GoLoco inh: RGS12 GoLoco-Gai1 interaction inhibition. P63096. Gai1:RGS12 GoLoco peptide FP, rhodamine, 10 min. Potency, µM (top dose mostly 61.6 µM), without a hit: at the top dose activity, negative = inhibition, hits mostly inhibitors. 230,000 tested, 0.44% active. AID 880; active means well fitted inhibition curve with a large enough effect, not every such curve was filed as active; inactive means no such curve, though single readings can be large or run the other way; further: on the % scale 0 is the no-effect control and ±100 the full control effect; nearly all actives have a fitted effect of over 30% in size; many of its hits are not listed in these tables
Target sequence (P63096 whole entry, looked up): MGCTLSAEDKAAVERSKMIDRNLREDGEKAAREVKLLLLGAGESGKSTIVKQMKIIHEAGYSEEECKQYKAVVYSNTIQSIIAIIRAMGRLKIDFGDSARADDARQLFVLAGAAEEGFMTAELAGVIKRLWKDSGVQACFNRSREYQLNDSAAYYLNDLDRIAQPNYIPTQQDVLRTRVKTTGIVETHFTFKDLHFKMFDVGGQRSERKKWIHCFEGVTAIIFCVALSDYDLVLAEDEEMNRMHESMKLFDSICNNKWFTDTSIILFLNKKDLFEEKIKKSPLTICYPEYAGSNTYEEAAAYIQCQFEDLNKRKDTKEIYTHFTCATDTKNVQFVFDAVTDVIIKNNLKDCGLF
Active calls of the source: *; ? = inconclusive; . = no result given; & = joins results of further samples; [ ] = another dose, or the depositor's remark. Unless noted, the call rests on the fitted dose curve; in most records, active means well fitted curve in the direction sought with a large enough effect; inconclusive means small, poorly fitted or top-dose-only effect, or another doubt; inactive means no such curve, though single readings can be large; an effect the other way counts as inactive or inconclusive. Potency means the concentration at half of the fitted maximal effect. An excerpt; the hit share may differ from the screen's.

SMILES | aGlu spleen mod | HTT cytoprotect | GAA glycogen | GAA inh | HttQ103 aggreg | IMPase Li cell | RGS12 GoLoco inh
Cc1cc(NC(=O)c2cnn3c(C(F)(F)F)cc(-c4ccccc4)nc23)no1 | -5% | -10% | -6% | -12% | 23% | 19%[38.3 µM] | 4%
O=C(O)C1CC(c2ccccc2F)=NO1 (configuration not stated) | -4% | -9%[10 µM] | 3% | 2% | -4% | 22%[38.3 µM] | -7%
CC(C)(C)c1[nH]c2ccccc2c1/C=N/O | -7% | 13%[10 µM] | 10% | 2% | 4% | 4%[38.3 µM] | -8%
C=CCN1C(=O)C(Cc2ccc(OC)cc2)S/C1=N\N=C\c1cccs1 (configuration not stated) | -2% | 1%[10 µM] | 6% | -7% | -2% | 29%[38.3 µM] | 5%
COc1ccc(-n2c(N)cc(=O)[nH]c2=O)cc1 | 5% | 19%[10 µM] | 1% | . | -8%[9.22 µM] | . | 6%
Cc1cc2cc(CNC(=O)c3ccc(C)c([N+](=O)[O-])c3)ccc2[nH]1 | 0% | . | -5% | ? | 10% | 23% | -1%
Cc1cccc(C)c1OC(=O)C(c1ccccc1)c1ccccc1 | -11% | -7%[10 µM] | 13% | -17% | 23% | 10% | -6%
O=C(c1cc(=O)[nH]c2ccccc12)N1CCN(c2cccc(C(F)(F)F)c2)CC1 | 2% | -13% | -1% | -5% | -1% | -5% | 2%
COC(=O)c1sccc1NC(=O)C1CC1 | -5% | 14%[10 µM] | -1% | 2% | 9%[9.22 µM] | . | 3%
CCC(C)NC(=O)c1n[nH]c(=O)c2ccccc12 (configuration not stated) | -6% | -8% | 15% | ? | ? | -14%[38.3 µM] | -13%
COc1ccccc1CNC(=O)CN1C(=O)CSc2ccc(S(=O)(=O)N3CCCC3)cc21 | 2% | 5% | -5% | -5% | -3% | -6% | -7%
CC(C)(C)c1ccc(C(=O)CCCSC2=C(C#N)C(c3ccco3)C3=C(CCCC3=O)N2)cc1 (configuration not stated) | -12% | -14% | -6% | 1% | -6% | . | .
Cc1ccc2nc(N3CCN(Cc4ccc(F)cc4)C3=O)c(C)cc2c1 | -9% | -25% | -8% | -8% | -23% | -5%[38.3 µM] | 3%
O=C(CSc1nnnn1C1CCCC1)Nc1ccc(F)cc1 | -1% | -1% | 0% | -1% | -2% | 0%[38.3 µM] | 3%
CC(C)(C)SCCNC(=O)CSCc1ccc([N+](=O)[O-])cc1 | -8% | -13% | 2% | -3% | 4% | 6%[38.3 µM] | 4%
O=C(O)C1CCC(=O)N1Cc1ccccc1Cl (configuration not stated) | -14% | -5% | 5% | -3% | -32% | 20%[38.3 µM] | -7%
CCOC(=O)c1cc2c(=O)n3ccccc3nc2n(Cc2ccccc2)c1=N | 4% | -15% | 3% | -5% | -2% | 37%[activator][38.3 µM] | -15%
Cc1ccccc1-c1nc(-n2ccnc2)c2ccccc2n1 | -9% | 25% | . | . | . | -10% | -11%
COC(=O)c1ccc(Oc2nc(N3CCCCC3)nc(N3CCOCC3)n2)cc1 | 3% | 5% | -2% | 1% | 11% | 28%[38.3 µM] | 2%
O=C(Cc1ccccc1)N/N=C/c1ccc(-c2ccc([N+](=O)[O-])cc2)o1 | 0% | -3%[1.9 µM] | 15% | -2% | 3% | -6% | 5%
CCOCc1c(C(=O)NC2CCCCCC2)oc2ccccc12 | 0% | -34%[inhibitor] | -3% | -1% | -17% | 3% | 8%
CCCC(=O)NC(c1ccc(N(C)C)cc1)c1c(O)ccc2ccccc12 (configuration not stated) | 1% | . | -5% | ? | 15% | -6% | -2%
O=C(/C=C/c1ccc2c(c1)OCO2)N1CCOCC1 | -1% | -31% | 5% | 13% | -11% | 13%[38.3 µM] | -1%
CCOc1ccc(CNC(=O)c2ccc(Sc3ccc(C)cc3)c(NC(C)=O)c2)cc1OC | -4% | 15%[10 µM] | -4% | -2% | 1% | -8% | 5%
COc1ccc(NC(=S)NC(NC(=O)c2ccccc2Cl)C(Cl)(Cl)Cl)c([N+](=O)[O-])c1 (configuration not stated) | -5% | -24% | 1% | -7% | 0% | 35%[activator][38.3 µM] | 9%
Cc1nnc(NC(=O)CC(NC(=O)C(F)(F)F)c2ccccc2)s1 (configuration not stated) | -2% | 3%[10 µM] | -9% | 3% | 0% | -8% | -1%
COc1cc(C(=O)Nc2ccc(-c3nnc(-c4ccco4)o3)cc2)cc(OC)c1OC | -5% | -21% | 4% | ? | 6% | -16%[38.3 µM] | -3%
COc1cc(O)c2c(=O)cc(-c3ccccc3)oc2c1 | 2%&-5% | -2%[1.9 µM] | -5% | . | -5%[9.22 µM] | 17%&-8% | 6%&5%
COC(=O)C1=C(C)N(Cc2ccco2)C(=O)/C1=C\c1ccc([N+](=O)[O-])cc1 | -1% | -1%[10 µM] | -10% | 8% | ? | 11% | 39%[activator]
CCS(=O)(=O)CCn1c([N+](=O)[O-])cnc1C | 5% | ? | 2% | 3%[15.4 µM] | 6% | 1%&5%&-1% | 10%

Sorted by number of heavy atoms (ascending): some entries from above.
SMILES | aGlu spleen mod | HTT cytoprotect | GAA glycogen | GAA inh | HttQ103 aggreg | IMPase Li cell | RGS12 GoLoco inh
CCS(=O)(=O)CCn1c([N+](=O)[O-])cnc1C | 5% | ? | 2% | 3%[15.4 µM] | 6% | 1%&5%&-1% | 10%
O=C(/C=C/c1ccc2c(c1)OCO2)N1CCOCC1 | -1% | -31% | 5% | 13% | -11% | 13%[38.3 µM] | -1%
COc1cc(O)c2c(=O)cc(-c3ccccc3)oc2c1 | 2%&-5% | -2%[1.9 µM] | -5% | . | -5%[9.22 µM] | 17%&-8% | 6%&5%
CC(C)(C)SCCNC(=O)CSCc1ccc([N+](=O)[O-])cc1 | -8% | -13% | 2% | -3% | 4% | 6%[38.3 µM] | 4%
CCOCc1c(C(=O)NC2CCCCCC2)oc2ccccc12 | 0% | -34%[inhibitor] | -3% | -1% | -17% | 3% | 8%
Cc1nnc(NC(=O)CC(NC(=O)C(F)(F)F)c2ccccc2)s1 (configuration not stated) | -2% | 3%[10 µM] | -9% | 3% | 0% | -8% | -1%
O=C(Cc1ccccc1)N/N=C/c1ccc(-c2ccc([N+](=O)[O-])cc2)o1 | 0% | -3%[1.9 µM] | 15% | -2% | 3% | -6% | 5%
COC(=O)C1=C(C)N(Cc2ccco2)C(=O)/C1=C\c1ccc([N+](=O)[O-])cc1 | -1% | -1%[10 µM] | -10% | 8% | ? | 11% | 39%[activator]
CCOC(=O)c1cc2c(=O)n3ccccc3nc2n(Cc2ccccc2)c1=N | 4% | -15% | 3% | -5% | -2% | 37%[activator][38.3 µM] | -15%
COC(=O)c1ccc(Oc2nc(N3CCCCC3)nc(N3CCOCC3)n2)cc1 | 3% | 5% | -2% | 1% | 11% | 28%[38.3 µM] | 2%
COc1ccc(NC(=S)NC(NC(=O)c2ccccc2Cl)C(Cl)(Cl)Cl)c([N+](=O)[O-])c1 (configuration not stated) | -5% | -24% | 1% | -7% | 0% | 35%[activator][38.3 µM] | 9%
COc1cc(C(=O)Nc2ccc(-c3nnc(-c4ccco4)o3)cc2)cc(OC)c1OC | -5% | -21% | 4% | ? | 6% | -16%[38.3 µM] | -3%
CCOc1ccc(CNC(=O)c2ccc(Sc3ccc(C)cc3)c(NC(C)=O)c2)cc1OC | -4% | 15%[10 µM] | -4% | -2% | 1% | -8% | 5%

(list continues)
SMILES | aGlu spleen mod | HTT cytoprotect | GAA glycogen | GAA inh | HttQ103 aggreg | IMPase Li cell | RGS12 GoLoco inh
CCN1CCN(C(=O)c2cc3cc([N+](=O)[O-])ccc3oc2=O)CC1 | 3% | . | -9% | 13% | 9% | 0% | 4%
O=C(Cn1nnc2c(cnn2-c2ccc(F)cc2)c1=O)c1ccccc1F | 8% | -28%[10 µM] | 2% | . | -13% | 2% | 9%
CCOC(=O)CN(C#N)c1nc(N(C)C)nc(N(C)C)n1 | -13% | -24% | 7% | 6% | -10% | 6% | -5%
O=C1NC2(CCCCC2)Oc2ccccc21 | -3% | 11%[10 µM] | 0% | -9% | 6% | 23%[38.3 µM] | 15%
CC1=C(/C=C/C(C)=C/C=C/C(C)=C/C=C/C=C(C)/C=C/C=C(C)/C=C/C2=C(C)CCCC2(C)C)C(C)(C)CCC1 | -14% | -10% | . | . | -8% | 5% | -19%
O=C(CCN1C(=O)c2ccccc2C1=O)Nc1sc2c(c1C(=O)NCc1ccco1)CCCC2 | 6% | -4% | 0% | -17% | -5% | -7%[38.3 µM] | -14%
Fc1ccc(CNCc2ccccc2Cl)cc1 | -2% | -36%[inhibitor] | 6% | 10% | 12% | -3% | -3%
O=C(N/C=C/c1ccccc1)Nc1ccc(Cl)cc1 | 8% | -43%[inhibitor] | -27% | 0% | -13% | 9%[38.3 µM] | 6%
COc1ccccc1N1CCN(C(=O)c2c(-c3c(Cl)cccc3Cl)noc2C)CC1 | -3% | -7%[10 µM] | -9% | -17% | 15% | 27%[38.3 µM] | -3%
NS(=O)(=O)c1ccc(O)c(NC(=O)c2ccc([N+](=O)[O-])o2)c1 | 2% | -12%[10 µM] | -21% | -5% | -5%[9.22 µM] | . | -27%
CCOc1ccc(-c2noc(=O)[nH]2)cc1 | 7% | -10% | 6% | 2% | 1% | -4%[38.3 µM] | 4%
CCn1cc(C2N3CC4(C)CN2CC(C)(C3)C4=O)c2ccccc21 (configuration not stated) | 1% | 8% | -16% | . | 2% | -1%[38.3 µM] | 8%
COC(=O)c1coc(-c2ccc(C)cc2)c1C(=O)OC | -5% | -15% | -1% | -7% | 10% | -2%[38.3 µM] | -5%
COc1ccc(NC(=O)CN(Cc2ccccc2)S(C)(=O)=O)cc1OC | 0% | 45%[10 µM] | 3% | -16% | -12% | 3% | 14%
COc1ccc(S(=O)(=O)n2oc(=O)cc2-c2ccccc2)cc1 | 9% | 5% | 1% | -12% | 5% | 26%[38.3 µM] | -9%
Cc1ccccc1CSc1nc(-c2ccccc2)cc(=O)[nH]1 | -21% | 10%[10 µM] | -1% | -4% | 8% | . | .
CCn1c(COc2ccccc2C)nnc1SCC(=O)CC(=O)Nc1ccccc1OC | 10% | -5% | -17% | -7% | -2% | 4%[38.3 µM] | 7%
Cn1cccc1C(=O)N1CCC2(CCCN(C(=O)Nc3cccc(F)c3)C2)CC1 | -2% | ? | . | . | . | 14% | 5%
